PI4K2A block – qHTS for small molecular inhibitors of PI4K2A | Phosphatidylinositol 4-kinase type 2-alpha (Homo sapiens), Q9BTU6 | activity change, negative = inhibition, % at 76.9 µM | 420,000 compounds, 0.13% hits | purified PI4K2A, ADP-Glo luminescence, 1 h; active compounds read low; in the data active = activity change below about -50%; inconclusive = mostly about -30% to -49%;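 also: -100% = wells without enzyme as full effect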
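Compounds are screened against recombinant PI4K2A using PI as substrate and ATP, the latter dispensed at 300 microM. Reactions run one hour at ambient temperature before ADP-Glo detection; full inhibition defined by wells lacking enzyme.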
RXFP1 agonist – qHTS Assay for Agonists of the Relaxin Receptor RXFP1 | Relaxin receptor 1 (Homo sapiens), Q9HBX9 | HEK293T-RXFP1 cAMP TR-FRET, 30 min; response scale: percent of porcine relaxin response, buffer zero | Potency, µM (titrated, usually from 57.5 µM), without a hit: at the highest dose activation, hits mostly activators | 370,000 compounds, 0.3% hits | AID 2676, 2010; also: potency is read from the fitted curve at half-maximal effect; % is scaled to controls: 0 for no effect and ±100 for the full control effect; nearly all actives have a fitted effect of over 60% in size; many of its hits are not listed in these tables
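Agonist response is measured as cAMP accumulation in an RXFP1-transfected HEK293T line under PDE4 inhibition. Values are scaled between buffer-only and 29 nM porcine relaxin, and EC50s come from standard Hill equation fits.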
LDHA inh – qHTS assay for inhibitors of human lactate dehydrogenase; L-lactate dehydrogenase A chain (Homo sapiens), P00338; purified LDHA, NADH/diaphorase-resazurin fluorescence; active compounds read low; activity change, % (values are at about 110 or 230 µM); 480,000 compounds, 0.15% hits; in the data active = activity change below about -30%; inconclusive = mostly about -25% to -30%;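 also: plate controls were DMSO wells for no effect and wells without enzyme for full effect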
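Human LDH5 (2 nM) was incubated with 0.06 mM NADH and 0.2 mM pyruvate for 5 min at room temperature in Tris pH 7.4. Remaining NADH was coupled through diaphorase/resazurin, and resorufin fluorescence was read at 0 and 20 min.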
IDH1 R132H inh – qHTS for Inhibitors of mutant isocitrate dehydrogenase 1 (IDH1): qHTS; 390,000 compounds, 0.093% hits; AID 602179, 2012; Potency, µM (titrated, usually from 76.6 µM), for the others: at the highest dose activity change, negative = inhibition, usual class: inhibitors; IDH1-R132H enzyme, NADPH consumption, diaphorase/resazurin fluorescence; Isocitrate dehydrogenase [NADP] cytoplasmic (Homo sapiens), O75874; also: potency is read from the fitted curve at half-maximal effect; % is scaled to controls: 0 for no effect and ±100 for the full control effect; nearly all actives have a fitted effect of over 65% in size
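IDH1-R132H (0.5 ug/mL) preincubated 30 min with compound, then NADPH (0.016 mM) and alpha-KG (2 mM) added; 80 min at RT, pH 7.5. Remaining NADPH coupled via diaphorase/resazurin to fluorescence (540/590 nm); concentration-response curves normalized to no-enzyme control.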
Glioma ERSR ind – qHTS for Inducers of the Endoplasmic Reticulum Stress Response (ERSR) in Human Glioma: qHTS; 420,000 compounds, 0.02% hits; Potency, µM, without a hit: top-dose activation, usual class: activators; U87-MG GRP78 promoter luciferase reporter, 16 h; also: potency is read from the fitted curve at half-maximal effect; series mostly up to about 76 µM; % of control where 0% means no effect; nearly all actives have a fitted effect of over 35% in size
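ERSR induction read as luciferase luminescence (Bright-Glo, 10 min at room temperature) in stably transfected human U87-MG glioma cells exposed to compounds for 16 h, using GRP78 as sensor.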
Vif-A3F inh – qHTS for Inhibitors of Vif-A3F Interactions: qHTS; HeLa A3F-eYFP + Vif (tagged APOBEC3F with the HIV-1 protein that degrades it), YFP fluorescence increase; Potency, µM (top dose mostly 46.1 µM), for the others: at the top dose activity, negative = active; 390,000 compounds, 0.2% hits; also: potency is read from the fitted curve at half-maximal effect; % of control where 0% means no effect; nearly all actives have a fitted effect of over 65% in size
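HeLa cells stably expressing Vif plus C-terminally eYFP-tagged A3F were seeded, incubated overnight at 37 deg C, dosed with compound, incubated overnight again at 37 deg C. Yellow fluorescence (Ex 488/Em 500-530) reported blocked Vif-mediated A3F-eYFP degradation.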
TrxR1 substrate – qHTS Assay for Substrates of Mammalian Selenoprotein Thioredoxin Reductase 1 (TrxR1): qHTS. Thioredoxin reductase 1, cytoplasmic (Rattus norvegicus), O89049. purified TrxR1 substrate turnover, NADPH consumption readout. Potency, µM (highest dose often 114 µM), for the others: top-dose activity change, negative = substrate turnover. 390,000 compounds, 0.01% hits. AID 588456, 2011; also: potency is read from the fitted curve at half-maximal effect; % is scaled to controls: 0 for no effect and ±100 for the full control effect; nearly all actives have a fitted effect of over 50% in size
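Rat TrxR1, dispensed at 90 nM, was prereduced with 400 uM NADPH (final) for 5 min at ~22 deg C, then incubated with compound 15 min before 400 uM selenite. A first-read NADPH fluorescence drop versus no-compound background flagged substrates.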
Vif-APOBEC3G blk – qHTS for Inhibitors of Vif-A3G Interactions: qHTS | DNA dC->dU-editing enzyme APOBEC-3G (Homo sapiens), Q9HC16 | AID 602310, 2012 | Potency, µM (highest dose often 46.1 µM), for the others: at the top dose activity, negative = active, usual class: inhibitors | 410,000 compounds, 0.076% hits | HeLa A3G-eYFP + Vif (tagged APOBEC3G with the HIV-1 protein that degrades it), YFP fluorescence, overnight;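 also: potency is read from the fitted curve at half-maximal effect; % is scaled to controls: 0 for no effect and ±100 for the full control effect; nearly all actives have a fitted effect of over 60% in size; hits raise eYFP signal because A3G escapes Vif-driven loss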
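Read-out is eYFP fluorescence (Ex 488/Em 500-530) from Vif-expressing HeLa A3G-eYFP cells; more signal means A3G escaped Vif-mediated degradation. Cells plated overnight, compound pinned in, incubated overnight at 37 deg C.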
USP1-UAF1 inh – Inhibitors of USP1/UAF1: Primary Screen; Ubiquitin carboxyl-terminal hydrolase 1 (Homo sapiens), O94782; recombinant USP1/UAF1, Ub-Rhodamine cleavage fluorescence; Potency, µM (highest dose often 57.1 µM), inactives show top-dose activity change, negative = inhibition, hits mostly inhibitors; 390,000 compounds, 0.23% hits; AID 743255, 2014; also: potency is read from the fitted curve at half-maximal effect; % is scaled to controls: 0 for no effect and ±100 for the full control effect; nearly all actives have a fitted effect of over 60% in size; inactives centre near -12
Target sequence (O94782 whole entry, looked up): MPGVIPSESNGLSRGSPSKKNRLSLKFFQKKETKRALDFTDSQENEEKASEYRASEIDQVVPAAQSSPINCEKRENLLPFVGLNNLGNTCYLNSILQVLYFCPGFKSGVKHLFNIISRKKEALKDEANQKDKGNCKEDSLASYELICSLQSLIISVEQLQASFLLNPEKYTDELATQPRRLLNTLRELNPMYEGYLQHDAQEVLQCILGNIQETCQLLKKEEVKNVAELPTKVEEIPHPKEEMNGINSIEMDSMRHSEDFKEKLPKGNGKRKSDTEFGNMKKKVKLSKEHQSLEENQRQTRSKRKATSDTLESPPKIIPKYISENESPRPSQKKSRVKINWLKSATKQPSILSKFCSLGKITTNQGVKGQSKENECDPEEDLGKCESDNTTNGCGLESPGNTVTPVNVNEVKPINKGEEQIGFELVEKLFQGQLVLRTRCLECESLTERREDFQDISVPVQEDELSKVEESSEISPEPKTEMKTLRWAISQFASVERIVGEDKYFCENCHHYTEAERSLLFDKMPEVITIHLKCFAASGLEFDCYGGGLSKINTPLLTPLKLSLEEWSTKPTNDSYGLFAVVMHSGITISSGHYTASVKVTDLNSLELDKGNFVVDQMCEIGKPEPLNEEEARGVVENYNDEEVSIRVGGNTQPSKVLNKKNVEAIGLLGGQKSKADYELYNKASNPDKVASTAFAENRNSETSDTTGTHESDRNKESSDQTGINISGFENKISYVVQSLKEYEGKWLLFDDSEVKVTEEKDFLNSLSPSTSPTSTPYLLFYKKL
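High-throughput fluorogenic screen: 1nM USP1/UAF1 complex, Ub-Rho substrate 150nM final, 50mM HEPES pH 7.8 with 0.5mM EDTA, 0.1 mg/ml BSA, 1mM TCEP and 0.01% Tween-20.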
Active calls of the source: *; ? = inconclusive; . = not tested or not shown; ! = not active in a repeat; [ ] = remark or other dose. Unless noted, calls follow the shape of the dose curve; as a rule, active = well fitted curve in the direction sought with a large enough effect; inconclusive = small, poorly fitted or top-dose-only effect, or another doubt; inactive = no such curve, though single readings can be large; an effect the other way counts as inactive or inconclusive. Only part of the results is shown, so the mix of outcomes need not match the whole.

SMILES	PI4K2A block	RXFP1 agonist	LDHA inh	IDH1 R132H inh	Glioma ERSR ind	Vif-A3F inh	TrxR1 substrate	Vif-APOBEC3G blk	USP1-UAF1 inh
CN1CCC[C@@H]1CCNC(=O)c1cccc2c1C(=O)c1ccc(N3CCCC3)cc1S2(=O)=O	-3	.	2	-10%	-7%	-9%	1%[57.1 µM]	-10%	-15%
CS(=O)(=O)N1CCC(C(=O)Nc2ccccc2Sc2ccccc2)CC1	1	-0.6%	-7	1%	-1%	12%	2%[57.1 µM]	4%	-6%
CCOc1ccc(NC(=O)CN2CCc3cc4c(cc3C2)OCCCO4)cc1OCC	7	-0.4%	-1	0%	-2%	0%	2%[57.1 µM]	8%	-14%
COc1ccc(C(=O)NCCN2CCOCC2)c(OC)c1OC	-13	-3.9%	-7	3%	3%	2%	4%[57.1 µM]	-3%	-18%
CC1=C(C(=O)Nc2ccccc2C(=O)NC2CCCCC2)SCCO1	4	-1.1%	-5	-12%	-1%	-3%	0%	2%	-9%
Cc1ccc(-c2c(C)nn3c(N4CCOCC4)cc(C)nc23)cc1	4	0.0%	-5	-3%	-3%	-9%	1%	3%	-11%
O=[N+]([O-])c1cc(-c2cccnc2)n[nH]1	9	.	0	1%	-2%	?	3%	1%	-6%
COc1ccc(NC(=O)CC(NC(C)c2ccccc2)C(=O)O)cc1 (configuration not stated)	-5	-0.2%	-2	-3%	-3%	1%	2%	2%	-19%
Cc1nn(CC(=O)NCCCN2CCCCC2)c(=O)c2cc(-c3ccccc3)nn12	3	1.8%	-9	-5%	0%	4%	5%	0%	-7%
COc1ccc2oc(=O)cc(-c3cc4cccc(OC)c4o3)c2c1	-1	0.0%	-33*!	18%	-5%	-13%	2%	-10%	?
Clc1cccc(Cl)c1Cn1cnc(=NCc2ccco2)c2[nH]cnc21	-1	2.5%	-2	4%	0%	-2%	3%	2%	2%
CCC(=O)N1CCc2cc(Br)cc(S(=O)(=O)N3CCC(C(=O)Nc4ccccc4F)CC3)c21	6	6.0%	1	6%	-4%	1%	2%	1%	-18%
COC1CCCCC1NS(=O)(=O)c1ccc(Cl)cc1 (configuration not stated)	-4	1.2%	-2	10%	-3%	-15%	9%	4%	-6%
CCN(CC)S(=O)(=O)c1ccc(S(=O)(=O)N2CCCC2)cc1	3	-0.8%	-10	11%	-2%	-4%	5%[57.1 µM]	0%	-5%
CN1C(=O)CC(N2CCC(c3nc4ccccc4[nH]3)CC2)C1=O (configuration not stated)	-3	2.1%	7	-10%	-2%	3%	-1%	-1%	-15%
COc1ccc(N2CCN(C(=O)Cc3ccc(OC)c(OC)c3)CC2)cc1	2	1.5%	12	1%	-2%	-29%	-4%	0%	-5%
CC(C)=CCC/C(C)=C/C(=O)O	6	0.0%	-2	13%	-5%	0%	4%	-1%	-14%
CC1CCN(C(=O)COC(=O)c2ccccc2C(=O)c2ccccc2)CC1	2	.	-5	5%	3%	-3%	3%	2%	-17%
COc1ccc(CNC(=O)CCCNC(=O)c2ccc(Cl)cc2)cc1OC	3	-2.3%	-9	0%	-6%	2%	-4%	1%	-17%
COc1cc(/C=N/NC(=O)c2sc(N)c(C#N)c2C)cc(Br)c1O	-2	2.3%	-10	3%	4%	-1%	2%	-28%	-10%
CCCCn1c(N)c(N(CCOC)C(=O)c2ccc3c(c2)OCCO3)c(=O)[nH]c1=O	1	0.0%	0	5%	-3%	2%	-5%	0%	-13%
CC(C)CC(=O)Nc1nnn(C)n1	-3	-0.3%	3	1%	-3%	2%	-5%	-1%	-23%
Cc1ccccc1CSc1nnc(C)n1N	-2	1.8%	-5	7%	-6%	-1%	7%	0%	-13%
CCC(=O)N1CCN(c2cc(NCC3CCCO3)c(F)cc2[N+](=O)[O-])CC1 (configuration not stated)	-2	0.4%	-2	13%	-4%	-9%	-11%[57.1 µM]	6%	-13%
COc1cccc(C(=O)n2ccc(-c3cccs3)n2)c1	-5	2.6%	2	-3%	-3%	-8%	14%[57.1 µM]	2%	-15%
O=C(CCCN1C(=O)c2ccccc2C1=O)Nc1nccs1	6	0.7%	-8	1%	-1%	0%	11%[57.1 µM]	1%	-1%
CCC(C(=O)NC1CCCCCC1)n1nc(C)c2c(C)n(-c3ccccc3)nc2c1=O (configuration not stated)	0	4.1%	1	0%	-1%	3%	-3%	2%	-20%
O=C(OCC(=O)N1CCCc2ccccc21)c1ccc(F)c(S(=O)(=O)N2CCOCC2)c1	0	0.9%	-6	-7%	-2%	3%	-3%[57.1 µM]	3%	-4%
O=C(c1ccccc1)c1ccc(-n2ccnc2)c([N+](=O)[O-])c1	2	-0.1%	-6	-3%	-1%	20%	-4%	-1%	-13%
CCC(CC)N1CCN(CCc2ccccc2)C(CCO)C1 (configuration not stated)	2	-0.9%	-8	0%	-7%	-12%	7%[57.1 µM]	4%	-11%
COc1ccc(N2CCN(C(=O)C(C)n3nc(C)c4sc5ccccc5c4c3=O)CC2)cc1 (configuration not stated)	3	12%	2	7%	-3%	0%	7%	5%	?
Cc1c(C(=O)NCc2ccc3c(c2)OCCO3)sc(=O)n1Cc1ccc2c(c1)OCO2	3	.	-3	.	-3%	.	.	1%	.
COc1cc(C(=O)NNC(=O)c2ccccc2OCc2c(C)noc2C)cc(OC)c1OC	0	-1.2%	-8	-9%	-1%	3%	-3%	2%	-11%
Cc1ccc(C)c(OCC(=O)Nc2ccccc2C(=O)N2CCN(C)CC2)c1	-2	-0.1%	-3	1%	-8%	-13%	-3%	1%	1%
Cc1ccc(O)c(N=CC2=C(O)c3ccccc3C2=O)c1	-17	28µM*	12	5%	32µM*	-16%	-8%	-8%	?
Cc1ccccc1N1C(=O)C2C3C=CC(C2C1=O)N(C)C3=O (configuration not stated)	3	-0.5%	2	6%	-6%	.	-1%	-6%	-25%
Clc1ccccc1OCc1nnc(-c2ccccc2)o1	4	-1.0%	-2	10%	1%	-4%	-13%[57.1 µM]	-14%	-8%
COc1cc(S(=O)(=O)NCc2ccccn2)c(OC)cc1Cl	0	2.1%	2	0%	-3%	-6%	9%	0%	-9%
Cc1nc(-c2ccc(NC(=O)c3ccccc3)cc2)cs1	?	0.2%	-5	2%	-8%	-13%	2%	-2%	?
CCOc1ccc(/C=C/c2cc[n+](C)c3ccccc23)cc1OCC	.	.	8	.	-4%	.	-6%	-3%	.
CCOC(=O)c1c(NC(=O)/C=C/c2ccc(C)o2)sc(C)c1C	-3	12%	-9	10%	-2%	-3%	14%	0%	-7%
O=C(NCC1CCS(=O)(=O)C1)NCC1CCS(=O)(=O)C1 (configuration not stated)	-2	1.6%	0	7%	-2%	-5%	-1%	2%	5%
O=C(Cc1cccc(NC(=O)C2CCN(C(=O)C3CCCC3)CC2)c1)Nc1cccc(C(=O)N2CCCCC2)c1	0	.	-1	5%[38.3 µM]	-4%	-3%	2%	5%	-17%
CCSc1ncc(Cl)c(C(=O)Nc2sc(C(C)=O)c(C)c2C(=O)OC)n1	-2	-0.2%	3	-8%	-2%	1%	-1%	3%	-9%
CCc1nnc(NC2=NCCC2)s1	6	0.1%	-5	7%	-2%	-11%	-1%	0%	-22%
COc1ccccc1C(=O)OCC(=O)Nc1cccc(S(=O)(=O)N2CCCC2)c1	-6	-1.3%	-8	12%	-3%	-12%	-7%	-5%	-19%
C=CCn1c(SCC(=O)Nc2ccc(C(=O)OCC)cc2)nnc1-c1cccs1	-6	12%	-6	-5%	-6%	-3%	1%	-10%	6%
COc1ccc(C(=O)/C=C/C(=O)N(CC(=O)NC2CCCCC2)Cc2ccccc2OC)c(O)c1	4	-1.3%	-3	-14%	-10%	-4%	8%[57.1 µM]	-14%	-22%
COC(=O)C1CCN(C(=O)C2CCN(C(=O)[C@@H](NS(=O)(=O)c3ccc(C)cc3)C(C)C)CC2)CC1	2	-0.7%	-5	-4%	-2%	-10%	4%[57.1 µM]	1%	-23%
CCCCc1c(O)nc(SCC(=O)Nc2ccc(C)cc2)n(-c2ccc(OC)cc2)c1=O	10	-1.1%	-2	-6%	3%	2%	-2%	-8%	-20%
CC(OC(=O)c1ccc2c(c1)OCO2)C(=O)NC1CCCCC1C (configuration not stated)	1	0.4%	-13	1%	-1%	3%	-3%	1%	-11%
NC(=O)c1cn(-c2ccccc2)nc1-c1cccnc1	1	-0.3%	4	1%	-3%	8%	-4%	0%	-14%
